Mdm2 MdmX PPI = disrupts the human Mdm2-MdmX interaction; O15151+Q00987; SaOS-2 split-luciferase Mdm2/MdmX complementation, luminescence; inhibition, % at 8 µM; 3% of 330,000 active;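 active means inhibition of at least 50% at 8 µM in the primary screen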
Target sequence (O15151 whole entry, looked up): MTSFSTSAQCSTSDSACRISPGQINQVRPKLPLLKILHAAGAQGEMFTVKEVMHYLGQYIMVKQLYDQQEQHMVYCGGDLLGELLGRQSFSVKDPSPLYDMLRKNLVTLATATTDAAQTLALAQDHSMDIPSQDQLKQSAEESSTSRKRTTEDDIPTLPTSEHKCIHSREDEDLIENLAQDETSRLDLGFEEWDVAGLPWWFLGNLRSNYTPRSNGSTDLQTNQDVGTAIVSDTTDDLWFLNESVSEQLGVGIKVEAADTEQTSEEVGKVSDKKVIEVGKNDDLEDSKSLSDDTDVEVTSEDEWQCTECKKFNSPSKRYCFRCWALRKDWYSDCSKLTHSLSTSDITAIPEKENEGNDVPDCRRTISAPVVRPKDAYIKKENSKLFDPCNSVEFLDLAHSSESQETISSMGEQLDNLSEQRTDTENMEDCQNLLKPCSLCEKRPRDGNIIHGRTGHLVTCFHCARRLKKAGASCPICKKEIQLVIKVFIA
Target sequence (Q00987 whole entry, looked up): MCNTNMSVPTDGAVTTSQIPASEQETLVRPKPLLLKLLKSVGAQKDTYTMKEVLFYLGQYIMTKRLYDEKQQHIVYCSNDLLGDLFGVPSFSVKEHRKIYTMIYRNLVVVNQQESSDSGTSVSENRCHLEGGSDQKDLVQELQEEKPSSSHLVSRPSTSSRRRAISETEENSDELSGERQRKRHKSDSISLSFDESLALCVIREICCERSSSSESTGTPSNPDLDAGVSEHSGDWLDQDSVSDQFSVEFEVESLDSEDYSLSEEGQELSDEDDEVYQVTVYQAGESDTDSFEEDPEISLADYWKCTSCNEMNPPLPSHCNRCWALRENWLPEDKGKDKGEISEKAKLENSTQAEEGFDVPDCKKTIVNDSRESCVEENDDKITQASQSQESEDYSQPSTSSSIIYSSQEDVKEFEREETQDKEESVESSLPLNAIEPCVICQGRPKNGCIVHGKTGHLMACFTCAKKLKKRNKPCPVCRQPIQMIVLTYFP
tim23-1 inh = tim23-1 yeast growth inhibition | S. cerevisiae tim23-1 growth, BacTiter-Glo luminescence, 24 h | inhibition, % at 20 µM | 1.3% of 330,000 active;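 active means growth inhibition of the mutant yeast at or above 50%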;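 further: temperature-sensitive mutant grown at 25 °C; plate controls were DMSO-treated mutant yeast for no effect and medium wells lacking yeast for full effect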
XBP1 UPR activ = adaptive UPR (XBP1) activation. CHO-XBP1 luciferase reporter, IRE1-XBP1 UPR activation, luminescence; percent of tunicamycin response, DMSO as zero. activation, % at 20 µM. 0.33% of 330,000 active. AID 463104;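 active means versus positive control, 20 µM dose yields 30% or more activation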;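 further: 100% = tunicamycin at 10 µg/mL and 0% = DMSO only wells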
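Material: IRE1-XBP1 luciferase reporter CHO line / Quantity: one thousand reporter cells per well / Buffer or medium: F12 with 10% serum / Compound: 20 µM single concentration, DMSO 1% / Times: 6 h treatment, 37 °C / Detection: Steady-Glo luciferase glow luminescence, 10 min after reagent addition / Benchmarks: tunicamycin high, DMSO low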
tim10-1 inh = growth inhibitors of tim10-1 mutant yeast; 2.2% of 330,000 active; S. cerevisiae tim10-1 ts strain growth, BacTiter-Glo, 24 h; AID 463190; inhibition, % at 20 µM;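 active means inhibition of at least 40%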;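 further: mutant grown at 25 °C; 0% = DMSO wells with yeast and 100% = wells holding no yeast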
NALP3 yeast inh = blocks the NALP3 inflammasome reconstituted in yeast. Yeast reconstituted NLRP3/ASC/caspase-1, beta-gal luminescence, 24 h. inhibition, % at 10 µM. 0.39% of 330,000 active;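 active means inhibition of 50% or more; inactive means inhibition below 50%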;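 further: plate controls were induced DMSO wells for no effect and uninduced yeast grown without galactose for full effect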
NR3A LBD binder = NR3A (human) ligand-binding domain modulation. NR3A LBD differential scanning fluorimetry, Tm shift; 0% = protein alone, 100% = glycine-bound protein. Tm shift relative to glycine control, % at 25 µM. 2.5% of 340,000 active;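 active means melting temperature shift of at least 10% of the positive control shift, at one fixed dose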
TIM10 inh = growth inhibitors of TIM10 yeast strain | 1.4% of 330,000 active | inhibition, % at 10 µM | S. cerevisiae TIM10 strain growth, BacTiter-Glo luminescence, 24 h;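 active means inhibition of 40% or more at the single tested concentration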;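 further: wild-type TIM10 isogenic control strain grown at permissive 25 °C; 0% = DMSO yeast wells and 100% = minimal medium wells without yeast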
APJ ag = APJ receptor agonism; P35414; CHO-K1 APJ PathHunter beta-arrestin, luminescence; 0% DMSO wells, 100% apelin; activation, % at 20 µM; 0.11% of 330,000 active; AID 2520;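 active means activation more than six SD over the plate average, tested at 20 µM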;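 further: 0% = DMSO alone and 100% = apelin-13 at 10 nM; some results filed as inactive read as strong as hits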
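Material: CHO-K1 APJ beta-arrestin complementation cell line; Input: cell density 1000 per well; Incubation: compound stimulation 90 min at 25 °C, detection 60 min; Signal: luminescence from split beta-galactosidase complementation, Galacton Star/Emerald II substrate; Controls: DMSO-only wells as negative, 10 nM Apelin-13 as positive control.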
UPR CHOP act = apoptotic UPR (CHOP) activation | CHO-CHOP luciferase reporter, luminescence; percent of tunicamycin response over DMSO baseline | 0.34% of 330,000 active | activation, % at 10 µM | AID 449763;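 active means at 10 µM dose, activation of 40% or more, normalized to positive control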;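 further: 100% = tunicamycin at 10 µg/mL and 0% = DMSO alone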
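Dosing – one dose, 10 µM in 0.5% DMSO · System – CHO-CHOP cells, stable luciferase reporter of PERK-eIF2a-CHOP signalling · Input – 500 cells/well · Control set – tunicamycin 10 µg/mL final as positive, DMSO-only wells as negative · Timing – 6 h compound treatment, 37 °C · Measure – % activation vs tunicamycin · Technique – luminescence read with Steady-Glo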
* hit, by the source's call; x = no result given.

SMILES	Mdm2 MdmX PPI	tim23-1 inh	XBP1 UPR activ	tim10-1 inh	NALP3 yeast inh	NR3A LBD binder	TIM10 inh	APJ ag	UPR CHOP act
Cc1csc(/N=C/N(C)C)c1C#N	15.0	-5.9	0.0	-22.7	1.6	1.1	-9.3	0.3	3.0
O=C(CSc1ccc(-c2cccs2)nn1)N1CCCCCC1	-35.6	29.3	1.0	1.3	-2.2	-0.1	-50.2	0.1	4.7
CC(NC(=O)COC(=O)C1CSC2(C)CCC(=O)N12)C12CC3CC(CC(C3)C1)C2 (stereo unspecified)	-1.1	13.1	-2.5	14.0	5.7	-0.6	5.1	-2.2	-2.4
Cn1c(=O)[nH]c(=O)c2c1[nH]c(=S)n2CCCc1ccccc1	-19.0	-12.5	-2.3	-11.6	9.6	-0.8	-0.8	1.2	2.4
Cc1cc(C)cc(C(=O)NC(CC(N)=O)c2ccc(N3CCCCCC3)c([N+](=O)[O-])c2)c1 (stereo unspecified)	2.1	6.7	-3.5	-3.0	9.6	-4.2	4.9	-3.9	-1.3
CCOC(=O)C1(CC2CC2)CCN(C(=O)c2ocnc2C)CC1	-77.0	11.2	11.4	15.1	-1.8	-12.5	7.6	-1.8	1.6
CN(C(=O)c1ccccc1-c1ncc[nH]1)C1CCCN(Cc2ccccc2F)C1 (stereo unspecified)	15.3	7.3	-1.7	-0.2	11.1	0.3	-0.2	8.7	-1.9
CSc1nnc(C(C)(C)C)c(=O)n1/N=C/c1ccc(Cl)cc1	-19.4	15.6	3.9	5.3	13.9	0.2	6.7	3.3	-2.4
CCc1nc(SCc2ccc(C(=O)OC)o2)n[nH]1	16.6	2.8	-0.1	2.1	22.5	-0.2	-17.0	-1.2	-0.5
Cc1ccc(S(=O)(=O)CC(=O)Nc2ccc(S(=O)(=O)Nc3ccccn3)cc2)cc1	2.1	-5.9	-1.8	-5.7	11.8	-1.4	-9.7	-0.7	-0.4
Cc1noc(C)c1COc1ccc(C(=O)Nc2ccccn2)cc1	6.6	1.9	-5.6	-12.5	21.7	1.5	8.6	-5.2	1.5
CN(C)S(=O)(=O)c1ccc(C(=O)Nc2cccnc2)cc1	11.4	12.9	1.2	9.1	5.8	-1.8	-3.1	-3.0	-0.2
COc1ccc2nc(SCC(=O)NCc3ccccc3)[nH]c2c1	0.8	-6.6	-4.6	-14.5	5.2	0.9	-1.0	-4.1	-1.0
Cc1nc2nc(SCC(=O)NCCCN3CCCCC3)nn2c(C)c1Cc1ccccc1	1.1	10.8	-3.8	2.0	24.9	-4.8	6.0	0.2	0.5
Cc1ccc(-c2csc(N3CCN(CCCn4c(-c5ccncc5)nc5ccccc54)CC3)n2)cc1	47.6	-13.8	7.8	40.5*	-1.6	-13.6	-1.3	-2.3	2.4
Cc1ccc(OCc2nnc(SCC(=O)c3ccccc3)n2Cc2ccco2)cc1	8.2	27.2	-2.7	12.3	8.7	-0.2	-16.9	-5.0	0.8
CCCCN1CCc2c1nc1ccc(Br)cc1c2N	35.0	12.1	-3.3	4.2	-1.7	-3.1	19.7	-2.1	-1.6
CCCOc1ccc(Oc2cc(C)nc(SC)n2)nn1	-4.9	9.7	-0.8	20.1	19.2	1.2	-22.9	-0.6	-0.4
O=C(NC(NC(=S)Nc1cccc(C(=O)O)c1)C(Cl)(Cl)Cl)OCc1ccccc1 (stereo unspecified)	12.6	8.5	-2.6	-0.6	8.2	-3.8	3.8	0.4	1.2
NS(=O)(=O)c1ccc(CCNC(=O)c2cccc3ccccc23)cc1	-2.7	3.8	-2.9	0.6	24.6	-0.6	-3.4	-2.3	1.5
O=C(NCc1ccccn1)C1CC(=O)N(C2CCCC2)C1 (stereo unspecified)	9.7	-2.4	0.1	2.0	10.0	-3.4	2.3	-3.5	-0.9
O=c1cc(-c2ccc3c(c2)OCCO3)oc2ccc(Cl)cc12	-197.2	-2.9	-0.5	14.1	2.8	12.0*	13.8	-2.2	2.5
CCc1ccc2nc(N(CCCN(C)C)C(=O)c3ccc(S(=O)(=O)N(C)C4CCCCC4)cc3)sc2c1	65.9*	21.4	130.6*	24.4	23.8	-0.8	36.0	30.1	112.8*
Cc1ccc(N2C(=O)CC(Sc3ncn[nH]3)C2=O)cc1C (stereo unspecified)	-3.1	76.9*	0.4	47.0*	4.7	2.2	56.3*	0.3	1.1
COc1ccc(NC(=O)CSCC(=O)N(C)CC(=O)Nc2c(C)cccc2C)cc1	9.6	2.0	-2.0	5.3	-5.2	1.2	5.4	0.1	-2.2
CCOC(=O)Cn1c(O)c(N=NC(=O)OC)c2ccccc21	14.0	-4.6	-1.1	-5.2	-5.8	-1.6	-2.6	-2.3	0.1
Cc1ccc(N2CC(C(=O)Nc3nnc(C(C)C)s3)CC2=O)cc1 (stereo unspecified)	-6.4	-1.2	-1.4	23.6	4.0	0.9	11.1	-3.1	-2.7
C=C1c2ccccc2O[C@H](C(=O)OCC)[C@H]1OC	4.3	25.8	-1.6	3.9	x	-0.1	-0.7	x	0.4
COc1cc(O)c(C(=O)O)c(CCc2ccccc2)c1	30.5	36.6	1.1	12.8	x	0.2	-0.2	x	2.2
O=C(COc1ccccc1)Nc1nnc(S(=O)(=O)Nc2ccccc2)s1	21.3	12.3	-0.7	-0.4	21.0	-10.2	-10.2	-3.8	2.6
CCCOc1ccc(NC(=O)OC2CCN(C)CC2)cc1	-45.2	14.4	4.6	-4.1	-1.7	-6.7	1.0	3.0	3.8
C[C@H](NC(=O)c1nc[nH]c1C(=O)N[C@@H](Cc1ccccc1)C(=O)OC(C)(C)C)C(=O)OC(C)(C)C	25.6	19.2	-4.0	20.0	1.1	-15.5	6.7	-4.8	-0.1
CC(C)C(=O)Nc1ccc2c(c1)nc1n2CCSC1	17.2	8.5	-1.0	8.6	-4.1	-0.3	4.3	-3.0	1.7
CC1CCCCN1CCNC(=O)c1ccc2c(=O)n(Cc3ccc(Cl)cc3)c(=S)[nH]c2c1 (stereo unspecified)	78.3*	13.4	-0.5	17.6	19.7	-8.7	0.9	-1.5	5.8
Cc1[nH]c(C)c(S(=O)(=O)N2CCN(c3ccccc3F)CC2)c1C(=O)N1CCCCC1	9.9	-7.1	-4.3	0.8	-11.1	-1.2	2.8	-2.3	-1.9
CC(C)C(=O)NS(=O)(=O)c1ccc(N)cc1	4.9	-6.1	-4.3	-5.5	10.8	-0.1	7.5	-3.0	1.2
O=C1OC(Nc2ccc(Br)cn2)c2ccccc21 (stereo unspecified)	9.2	13.6	-1.5	-3.9	9.4	2.1	4.3	1.9	1.0
CC(=O)N1CCN(C2=NC(=O)/C(=C\c3cccs3)S2)CC1	18.2	-7.7	5.0	5.0	12.1	-0.8	10.1	-4.5	1.6
COc1ccccc1Oc1ccc2c(c1)C(=O)N(c1ccc(Br)c3cccnc13)C2=O	-21.4	-2.1	0.1	9.2	-10.9	-0.5	-6.2	-4.7	1.7
N#CC1c2ccccc2C=CN1C(=O)c1ccccc1 (stereo unspecified)	13.4	14.8	0.0	8.5	-9.0	0.9	6.6	-6.2	-1.0
O=C(O)c1cc(/C=C/c2ccc(N3CCOCC3)c([N+](=O)[O-])c2)nc2ccccc12	-15.0	22.0	-0.7	9.5	7.9	2.5	3.7	-4.2	0.2
NS(=O)(=O)Oc1ccccc1	-2.4	8.7	-1.6	-7.9	10.2	0.6	9.6	6.8	-0.7
COc1cc(C)nc(N2CCCC(C(=O)Nc3ccccc3Br)C2)n1 (stereo unspecified)	-5.0	9.2	1.0	6.6	-6.0	-0.1	10.0	-0.5	-0.3
Cc1cc(Oc2ccccc2F)nc(NCc2ccccc2)n1	43.0	-11.4	0.3	11.7	-12.0	4.5	17.6	-0.4	0.8
Cc1cc(C)cc(N(CC(=O)NCc2ccc(F)cc2)C(=O)c2snc(C(N)=O)c2N)c1	32.2	8.7	-4.5	-7.3	21.6	11.4*	6.3	-3.8	0.7
CCCn1c(CN2CCCCC2CC)nc2c1c(=O)n(C)c(=O)n2C (stereo unspecified)	-6.1	11.8	-3.5	19.6	-3.0	-1.1	4.4	-3.6	0.0
CCC(CC)c1nnc(NC(=O)CN2C(=O)c3ccccc3C2=O)s1	1.2	2.7	-0.5	4.5	-1.4	0.0	-3.3	0.7	-1.8
COc1cc(/C=C\C(=O)NCc2ccc3[nH]c(C)cc3c2)cc(OC)c1OC	27.9	15.8	-1.6	3.5	14.9	-12.5	9.4	-1.2	-0.9
CNc1ccccc(C(=O)/C=C/c2ccccc2OC)c1=O	5.7	18.9	0.0	35.4	6.0	-0.5	26.9	2.1	6.6
O=C(Nc1cccc(S(=O)(=O)N2CCCCCC2)c1)C1CCC1	6.8	24.8	-2.2	21.6	15.5	2.6	14.4	4.4	0.3
CC(C)(C)NC(=O)CN(C(=O)c1snc(C(=O)NC2CCCCC2)c1N)c1ccc(F)cc1	8.0	-4.3	6.3	11.2	20.0	-5.1	7.3	2.6	2.3
CC(=O)NS(=O)(=O)c1ccc(NC(=O)c2ccccn2)cc1	-23.0	-3.7	-1.1	11.5	-8.1	-2.4	-0.5	-3.2	0.2
COc1ccccc1NC(=O)N1CCN(c2ccc(F)cc2)CC1	-12.5	-5.3	0.2	16.1	-18.7	-1.5	26.0	-0.4	2.0
CCOc1ccc2[nH]c(=O)c(CN(CC3COCCO3)C(=O)c3ccc(C)cc3)cc2c1 (stereo unspecified)	-5.1	-0.4	-0.5	10.8	14.1	-0.4	6.6	-2.2	-1.1
O=C(NC1CCCC1)c1cccc(S(=O)(=O)Nc2ccccc2F)c1	19.6	5.4	-0.3	11.8	12.8	-2.5	5.5	0.4	-0.8
C[C@H]1CCC2[C@](C)(CO)[C@@H](O)CC[C@]2(C)[C@@]12CCC(CO)(CCO)O2 (stereo partly specified)	15.5	1.0	1.2	14.6	0.8	0.6	11.6	0.1	-1.1

Screening results as filed in PubChem.
